PLC-gamma1 inh: PLC-gamma1 enzyme inhibitors, primary screen, biochemical, fluorescence, purified enzyme. inhibition, % at 12.2 µM. fluorogenic substrate. hit rate 0.84% among 370,000. 1-phosphatidylinositol 4,5-bisphosphate phosphodiesterase gamma-1 (Homo sapiens), P19174; in the data active means inhibition above about 9.5%
hcDAF12 agonist: H. contortus DAF-12 nuclear receptor activators, primary screen, cell-based, luminescence, HEK293, lit1-tk-luc reporter; activation, % at 6.8 µM; hit rate 1.4% among 370,000; HEK293 hcDAF-12 lit1-tk-luc reporter; 0% DMSO, 100% Δ7-dafachronic acid; AID 652067, 2013;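 active means activation above the mean of all tested compounds plus 3 SD, cut at about 5.5% in these data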;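 further: 100% = response to 3 µM Δ7-dafachronic acid high control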
Rev-erbA mod: modulators of Rev-erb alpha DNA binding, primary screen, biochemical, FITC-DNA, fluorescence polarization, uHTS; Nuclear receptor subfamily 1 group D member 1 (Homo sapiens), P20393; Rev-erbα–FITC-DNA binding, 90 min; activity, % at 10 µM; hit rate 0.79% among 370,000;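 active means activity above about 14%, limit read from the data; passing the limit was not always enough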;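 further: 0% = DMSO wells with 35 nM protein and 100% = DMSO wells with 750 nM protein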
Target sequence (P20393 whole entry, looked up): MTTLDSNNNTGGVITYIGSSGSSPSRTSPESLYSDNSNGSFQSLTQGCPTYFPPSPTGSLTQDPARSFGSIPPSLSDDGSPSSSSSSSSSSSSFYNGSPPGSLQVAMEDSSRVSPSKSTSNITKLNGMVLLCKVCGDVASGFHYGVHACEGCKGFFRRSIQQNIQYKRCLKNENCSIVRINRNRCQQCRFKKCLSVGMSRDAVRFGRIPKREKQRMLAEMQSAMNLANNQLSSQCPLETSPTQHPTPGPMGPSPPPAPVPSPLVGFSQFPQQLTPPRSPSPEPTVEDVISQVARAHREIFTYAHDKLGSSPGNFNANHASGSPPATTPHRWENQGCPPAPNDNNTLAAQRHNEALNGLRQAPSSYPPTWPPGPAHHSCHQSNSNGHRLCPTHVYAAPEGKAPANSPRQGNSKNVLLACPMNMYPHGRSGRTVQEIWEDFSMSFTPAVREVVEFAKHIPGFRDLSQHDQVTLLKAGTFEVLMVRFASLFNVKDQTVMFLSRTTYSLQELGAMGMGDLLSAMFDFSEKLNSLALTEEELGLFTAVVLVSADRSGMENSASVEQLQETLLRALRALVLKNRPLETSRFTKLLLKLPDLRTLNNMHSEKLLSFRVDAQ
DAX1 inh-1: DAX1 (NR0B1) inhibitors, primary screen, cell-based, HEK293, Gal4-DAX1, luciferase luminescence | Nuclear receptor subfamily 0 group B member 1 (Homo sapiens), P51843 | HEK293 Gal4-DAX1 luciferase reporter | inhibition, % at 6.75 µM | hit rate 0.99% among 340,000 | AID 504766, 2011;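 active means inhibition above the mean over all tested compounds plus 3 SD, cut at about 4.2% in these data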;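 further: 0% = DAX1-transfected cells with DMSO and 100% = empty-vector control cells with DMSO; inhibition shows as a rise in luminescence from relieved DAX1 repression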
Target sequence (P51843 207-470 limits assumed): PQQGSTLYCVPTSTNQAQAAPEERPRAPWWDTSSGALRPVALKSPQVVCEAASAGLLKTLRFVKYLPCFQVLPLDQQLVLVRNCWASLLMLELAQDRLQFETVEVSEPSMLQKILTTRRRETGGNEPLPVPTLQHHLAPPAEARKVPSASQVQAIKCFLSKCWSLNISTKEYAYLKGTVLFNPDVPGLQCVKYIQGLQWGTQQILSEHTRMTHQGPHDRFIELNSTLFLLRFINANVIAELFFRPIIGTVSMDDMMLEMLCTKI
SMARCA2 act: SMARCA2 (BRM) function activators, primary screen, cell-based, luminescence, high throughput. MG213 cells, MMTV-luciferase reporter, dexamethasone, overnight. activation, % at 9.1 µM. hit rate 1% among 370,000. AID 652017, 2013; in the data active means activation above about 7.8%;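 further: 0% = vehicle wells and 100% = reference activator wells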
ssDAF12 agonist: S. stercoralis DAF-12 nuclear receptor activators, primary screen, cell-based, luminescence, HEK293, GRIP1 co-expression, lit1-tk-luc. Nuclear hormone receptor DAF-12 (Strongyloides stercoralis). HEK293 ssDAF-12/GRIP1 lit1-tk-luc reporter; % of 3 µM dafachronic acid response. activation, % at 6.8 µM. hit rate 1% among 370,000. AID 652126, 2013;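 active means activation above the mean over all tested compounds plus 3 SD, cut at about 0.9% in these data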;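 further: 0% = DMSO-only wells and 100% = 3 µM delta7-dafachronic acid wells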
hgDAF12 agonist: H. glycines DAF-12 receptor agonists, primary screen, cell-based, luminescence, HEK293, GAL4 fusion, UAS-luciferase; Nuclear hormone receptor DAF-12 (Heterodera glycines), GAL4 fusion; HEK293 GAL4-hgDAF12 UAS-luciferase reporter, agonist luminescence; normalized to butyrate control; activation, % at 6.8 µM; hit rate 1.8% among 370,000;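 active means activation above a cutoff set at the mean of all screened compounds plus 3 SD, cut at about 10% in these data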;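 further: 0% = DMSO wells and 100% = sodium butyrate wells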
DAX1 inh-2: DAX1 (NR0B1) inhibitors on StAR promoter, primary screen, cell-based, luminescence, SF-1 (NR5A1), full-length DAX-1 | HEK293T StAR-luciferase reporter, SF-1/DAX-1 repression relief | inhibition, % at 6.8 µM | AID 652010, 2013 | hit rate 1.1% among 370,000;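 active means inhibition above the mean over all tested compounds plus 3 SD, cut at about 3.6% in these data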;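 further: 0% = DAX-1 cells with DMSO and 100% = cells lacking DAX-1 with DMSO; higher inhibition means more luminescence from relief of DAX-1 repression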
ADAM17 inh: ADAM17 inhibitors, primary screen, biochemical, QFRET; Disintegrin and metalloproteinase domain-containing protein 17 (Homo sapiens), P78536; recombinant ADAM17, EDANS/DABCYL FRET peptide cleavage; inhibition, % at 6.95 µM; hit rate 0.83% among 370,000;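 active means inhibition above the mean of compounds lying between control limits plus 3 SD, set per campaign, cut at about 8.5% in these data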;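 further: 0% = DMSO-only wells as the low control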
MBD2 DNA inh: inhibitors of MBD2 binding to methylated DNA, primary screen, biochemical, TR-FRET, DNA-binding domain, human. Methyl-CpG-binding domain protein 2 (Homo sapiens), Q9UBB5. MBD2 binding to methylated oligonucleotide. inhibition, % at 4.4 µM. hit rate 0.31% among 370,000. AID 686964, 2013; in the data active means inhibition above about 13%
PLCb3 inh: human PLC-beta3 inhibitors, primary screen, biochemical, fluorescence | AID 720704, 2013 | Purified PLC-beta3, fluorogenic substrate | inhibition, % at 12.2 µM | hit rate 0.18% among 370,000; in the data active means inhibition above about 11%;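 further: 0% = median of compound wells on plate and 100% = full blocker control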
* hit, by the source's call; x = not tested or not shown.

SMILES	PLC-gamma1 inh	hcDAF12 agonist	Rev-erbA mod	DAX1 inh-1	SMARCA2 act	ssDAF12 agonist	hgDAF12 agonist	DAX1 inh-2	ADAM17 inh	MBD2 DNA inh	PLCb3 inh
COP(=O)(OC)c1nc(-c2ccccc2)oc1N1CCOCC1	-11	-0.1	0	0.7	4	-1.7	-1.3	0.3	-92	0	-9
CCOC(=O)C(=O)N(Nc1ccc(C)cc1)c1ccc(C)cc1	1	1.2	-4	1.8	4	-0.2	2.9	1.6	3	2	-8
CCCNC(=O)COc1coc(CN2CCN(c3ccccc3)CC2)cc1=O	6	-0.1	3	1.1	0	-0.6	2.4	-0.1	1	0	-5
Cc1ccc(N2C(=O)Nc3ccccc3C2(O)C(=O)NCCCOC(C)C)cc1C (stereo not given)	1	0.8	-3	1.4	1	-1.5	4.3	-0.1	-5	-1	1
Cc1nc2nc(CC(=O)O)[nH]n2c(=O)c1[N+](=O)[O-]	2	-0.6	-2	3.2	-2	-1.4	0.2	0.1	-6	1	-4
CN(C)S(=O)(=O)c1cccc(-c2nn(-c3ccccc3)cc2/C=C2\SC(=S)NC2=O)c1	-2	-1.0	-2	-1.1	-3	-1.1	-1.5	-0.4	5	-2	-6
CCOc1cc2[nH]c(=S)n(Cc3ccc(C(=O)NCCN(CC)CC)cc3)c(=O)c2cc1OCC	4	-1.4	-3	0.1	-1	-2.0	-3.4	0.0	-2	-1	-5
Cc1cc(C)c2c(CC(=O)Nc3nccs3)coc2c1	2	-0.4	-2	0.5	-1	-1.2	-1.8	-1.2	-5	-2	2
Nc1cc(N)nc(SCCOc2ccccc2F)n1	-3	1.8	4	1.1	1	-0.3	11*	0.2	-3	2	0
CC1=C(C(=O)OCC2CCCO2)C(c2ccsc2)C2=C(CCCC2=O)N1 (stereo not given)	-104	1.4	4	0.3	0	-1.2	-0.2	0.3	-58	2	-132
CCc1nc(Cl)c(C#N)c2c1CCCC2	0	-0.7	-5	-0.1	-1	-1.4	0.4	-0.1	-6	8	-1
O=C(O)c1ccc(Cl)c(S(=O)(=O)Nc2ccc3cn[nH]c3c2)c1	-1	3.6	-2	0.4	-1	0.5	0.1	0.3	2	-1	-4
Cc1cc(C)cc(NC(=O)Cc2ccc(-n3cccc3)cc2)c1	-1	-1.6	-3	-0.1	-4	-1.0	-1.1	-0.1	-1	7	2
Cc1oc(-c2cccs2)nc1CN1CCC(CO)(CCOc2ccccc2)CC1	-1	-2.4	7	0.8	-2	-1.8	-1.3	0.3	-7	-4	-9
C=CCN1C(=O)CSC1=Nc1ccc(NC(C)=O)cc1	1	0.1	-5	0.5	1	-1.8	0.1	1.1	-3	-4	-2
Cc1ccc(S(=O)(=O)NC2CCCC2)cc1C(N)=O	-1	-0.2	5	0.6	0	-1.4	0.2	-0.5	-2	1	-9
CC1CN(c2ccc(Cl)cc2[N+](=O)[O-])CCN1S(C)(=O)=O (stereo not given)	2	-2.8	-2	-0.5	-2	-1.4	-2.7	-0.1	0	-3	3
O=C(CNc1ccc(Cl)c(C(F)(F)F)c1)N1CCN(S(=O)(=O)c2ccccc2)CC1	0	-1.4	5	0.8	-2	-0.3	0.8	-1.2	1	2	-1
O=C(CN(C(=O)c1csnn1)c1cccc2c1CCCC2)NCc1ccc(F)cc1	3	-2.4	6	-0.1	-1	-1.0	1.0	-0.2	2	-3	-1
OC(CCc1ccncc1)c1ccccc1 (stereo not given)	6	-0.3	0	-0.4	1	-1.1	-1.1	0.8	1	-4	5
CC(C)(C)[C@@H]1C=C(C(=O)NC2CC2)O[C@H](OCc2ccc(CO)cc2)C1	0	-2.4	-3	-0.1	0	-1.2	-2.3	-0.6	-6	7	0
CN(C)S(=O)(=O)c1ccc(S(=O)(=O)N2CCCC(C(=O)NC3CCCC3)C2)cc1 (stereo not given)	2	-0.2	4	-0.6	-2	-1.0	1.0	0.3	-1	-6	-1
COc1ccc([C@H]2CC(=O)C[C@@H](CCn3ccnn3)O2)cc1	0	0.1	-11	x	-4	-0.5	-0.5	0.2	-2	0	2
O=c1c2ccccc2c(/C=N/NS(=O)(=O)c2ccccc2)c(O)n1-c1ccccn1	-133	-0.1	3	-0.5	-5	1.0*	-0.2	-0.8	-44	2	-162
Cc1ccnc(NS(=O)(=O)c2ccc(NC(=O)c3ccc(S(=O)(=O)N4CC(C)OC(C)C4)cc3)cc2)n1 (stereo not given)	3	19*	-3	0.1	0	-1.2	0.1	1.3	2	-3	0
CCSC1=N/C(=C\c2ccc(C(=O)O)cc2)C(=O)S1	-3	-2.1	8	0.3	-3	-0.8	1.5	-0.8	-6	2	-6
OC(CN1C2=NCCN2c2ccccc21)c1ccc2c(c1)OCO2 (stereo not given)	-1	-2.8	-8	-1.8	3	-1.0	-4.9	-0.3	-3	-3	1
CN(C(=O)Nc1ccccc1)C1CCCCC1	2	-1.4	-1	1.2	5	-1.2	4.8	0.1	0	1	-7
CCc1c(C(=O)Nc2ccc(S(=O)(=O)N3CCOCC3)cc2)csc1C	4	-1.5	1	-0.5	-2	-1.9	-2.8	-0.8	2	5	-2
O=[N+]([O-])c1ccccc1S(=O)(=O)N1CCC(c2cn3ccccc3n2)CC1	-4	-0.8	-4	x	-6	-1.9	0.9	-0.9	-2	-1	-9
CCc1nc2ccccc2c(NC(=O)CN2CCC(C)CC2)c1C	3	0.2	-3	0.8	-2	-1.6	-2.9	0.1	-4	-6	3
O=C(Nc1cccc(S(=O)(=O)N2CCCCC2)c1)C1CCCN1S(=O)(=O)c1ccccc1F (stereo not given)	4	-0.3	9	-0.5	2	-1.4	0.4	0.3	2	3	3
COC(=O)C1(c2ccccc2)NC(c2cccs2)C2C(=O)N(c3ccccc3)C(=O)C21 (stereo not given)	-1	-1.5	-2	0.5	0	-1.3	-0.8	-0.5	-2	-3	-1
Cc1cc(CN(C)C(=O)C2CCC(=O)N(CCc3cccc(F)c3)C2)on1 (stereo not given)	1	0.7	6	1.0	3	-0.7	-1.4	2.4	-3	0	-7
CCOC(=O)c1[nH]c2ccccc2c1NC(=O)CC(C)C	-5	4.2	-4	-0.5	-1	-0.4	-2.2	0.0	-9	3	-5
CC(=O)Nc1ccc2nc(C3CC3)n(Cc3ccc(Cl)cc3)c(=O)c2c1	0	1.6	1	3.8	3	0.2	7.9	2.8	-2	4	-8
O=C(NCCCn1ccnc1)c1ccc(C(F)(F)F)cc1	0	1.7	-4	0.5	2	-0.5	4.7	-0.2	0	-11	-4
Cc1nn(C)c(C)c1CNC(=O)Nc1ccc2c(c1)OCO2	1	3.7	-5	-0.6	3	-1.2	1.8	2.4	0	3	-7
COc1ccc(C(=O)N2CCC(n3nccc3NC(=O)C3CCOC3)CC2)cc1 (stereo not given)	2	-0.4	-5	-0.2	0	-0.6	-1.4	-1.0	-2	-1	-9
O=C(N/N=C/c1cccs1)C(=O)N1CCCC1	4	-2.4	-7	-0.1	6	-1.7	6.0	-0.1	-2	-6	2
CCC(C(=O)N1CCN(C(=O)c2ccco2)CC1)n1sc2ccccc2c1=O (stereo not given)	-1	-1.6	-2	-0.6	-1	-0.8	-3.1	-0.5	0	-1	-11
CCCCCN(C(=O)CCc1cn(CCCCC)c2ccccc12)c1ccc(Oc2cccnc2)cc1	-4	2.3	2	x	2	-1.3	4.0	0.2	-3	0	0
C1CNC(C23CC4CC(CC(C4)C2)C3)=N1	-2	-0.6	1	-0.9	-3	-0.6	-0.2	-0.1	-8	5	-9
COc1ccccc1Nc1nc(-c2ccc3c(c2)NC(=O)CO3)cs1	3	-2.8	-3	-1.9	-1	-1.7	5.9	-0.4	1	3	-1
Nc1nnc(-c2ccc(Cl)cc2)s1	0	-0.9	-5	0.2	1	-1.3	2.5	1.4	-3	-4	-2
CCOC(=O)C1(C)CCN1C(=O)c1cncc(Br)c1 (stereo not given)	3	-0.1	-4	x	2	-1.4	-2.4	0.0	-1	-1	4
O=C(CCNC(=O)c1ccc(Cl)cc1)Nc1c(F)c(F)cc(F)c1F	6	1.0	-8	0.1	0	-0.9	1.8	-0.2	-2	-5	5
O=C(CSc1ccncc1)Nc1ccc(S(=O)(=O)Nc2nccs2)cc1	-7	-1.4	3	0.6	0	-0.9	-0.3	-0.1	-4	0	-15
O=C1NC(Cc2c[nH]c3ccccc23)C(=O)N1CCOc1ccccc1 (stereo not given)	0	0.9	6	-1.9	0	-1.2	-3.6	-0.6	-2	-1	3
O=S(=O)(Nc1nc2ccccc2nc1-[n+]1cccc(N=C([O-])c2ccc(Cl)cc2)c1)c1ccccc1	-3	-1.6	-2	x	2	-1.5	-0.1	0.4	-2	1	-14

Other results follow.
SMILES	PLC-gamma1 inh	hcDAF12 agonist	Rev-erbA mod	DAX1 inh-1	SMARCA2 act	ssDAF12 agonist	hgDAF12 agonist	DAX1 inh-2	ADAM17 inh	MBD2 DNA inh	PLCb3 inh
CC1(C)Cc2c(sc(N)c2C#N)C(C)(C)N1	0	-1.4	3	0.1	4	-0.6	3.0	0.4	3	0	0
O=C(O)c1cc([N+](=O)[O-])c(N2CCCC2)c([N+](=O)[O-])c1	1	-1.0	2	-0.4	0	-1.2	-0.7	0.3	3	3	-2
Cc1cc(-c2nnc(CCC(=O)N(C)Cc3cccc4ccccc34)o2)no1	-3	-0.9	4	-0.7	5	-1.5	-3.7	-0.2	-2	0	4
COc1ccc(-c2cc(NC(C)=O)c3ncc(-c4ccccc4)n3c2)cc1OC	-196	-1.7	-3	x	-3	-1.3	-4.5	-2.2	-79	-3	-263
O=C(CSc1nnc(-c2ccc(Cl)cc2)n1-c1ccccc1)Nc1ccc(Oc2ccccc2)cc1	-1	-0.7	22*	x	-4	-0.8	0.2	-1.0	-3	1	-6
Cc1noc(C)c1-c1ccc(C(=O)NCc2ccco2)c2occc12	-1	-0.4	-5	x	-4	-0.1	-1.2	1.9	0	4	-5
O=C(CNC(=O)c1ccccc1F)N/N=C/c1cc(Br)ccc1OC(=O)/C=C/c1ccco1	-19	-1.6	1	-0.3	-4	-1.5	0.4	-1.1	-3	1	-23
CC(/C=N/NC(=O)c1ccncc1)=C\c1ccccc1	1	0.3	7	-0.1	-1	-1.2	2.8	-0.2	7	-9	1
